Sm TGR inh: qHTS Assay for the Inhibitors of Schistosoma Mansoni Peroxiredoxins; Schistosoma mansoni thioredoxin glutathione reductase (TGR), Q962Y6; purified TGR, DTNB reduction, TNB absorbance 405 nm; Potency, µM (series often up to 114 µM), without a hit: at the top dose activity change, negative = inhibition, usual class: inhibitors; 360,000 tested, 3% active; AID 485364, 2010; also: nearly all actives have a fitted effect of over 60% in size
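TGR 20 nM + NADPH 100 uM (dispensed conc.), cpd preinc 15 min RT; start with NADPH (500 uM addition) then DTNB (15 mM addition). Kinetic TNB absorbance, 405 nm filter. Four-parameter Hill fit across titration.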
HCV inhibitor: qHTS Assay for Inhibitors of Hepatitis C Virus (HCV); Huh7.5.1 HCVcc-Cre infection, luciferase reporter, 44 h; AID 651820, 2012; Potency, µM (doses to about 41.8 µM), for inactives: at the highest dose activity change, negative = inhibition, hits mostly inhibitors; 340,000 tested, 3.4% active
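A cell-based infection assay in which seeded cells (1,000 per well) receive test compound after 4 h, are inoculated with HCVcc-Cre at approximately 0.5 moi, and are incubated 44 h before luminescence detection.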
LmPK inhibitor: qHTS Assay for Inhibitors of Leishmania Mexicana Pyruvate Kinase (LmPK); purified LmPK, Kinase-Glo ATP luminescence, 1 h; 290,000 tested, 0.37% active; Potency, µM (titrated, usually from 57.5 µM), for inactives: at the top dose activity change, negative = inhibition, hits mostly inhibitors; Q27686; AID 1721, 2009
Target sequence (Q27686 whole entry, looked up): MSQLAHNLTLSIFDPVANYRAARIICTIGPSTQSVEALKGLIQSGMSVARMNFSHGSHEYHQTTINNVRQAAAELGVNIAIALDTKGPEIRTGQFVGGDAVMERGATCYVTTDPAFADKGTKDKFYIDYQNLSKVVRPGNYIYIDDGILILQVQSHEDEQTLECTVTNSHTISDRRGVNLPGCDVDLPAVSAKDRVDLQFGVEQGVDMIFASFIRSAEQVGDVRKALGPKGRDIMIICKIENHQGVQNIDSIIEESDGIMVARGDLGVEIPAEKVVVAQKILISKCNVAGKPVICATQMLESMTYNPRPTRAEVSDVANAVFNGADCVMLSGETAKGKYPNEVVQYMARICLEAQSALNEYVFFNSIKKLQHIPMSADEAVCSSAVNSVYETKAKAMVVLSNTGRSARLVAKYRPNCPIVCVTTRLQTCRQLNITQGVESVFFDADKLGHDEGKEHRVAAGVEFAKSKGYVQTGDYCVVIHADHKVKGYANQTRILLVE
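ATP generated from ADP (0.1 mM) and PEP (0.5 mM) by 0.1 nM LmPK over 1 h at room temperature (pH 7.2 imidazole buffer) was detected by coupled luciferase luminescence. Values were normalized to uninhibited and no-enzyme wells.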
TbPYK inhibitor: qHTS of Trypanosoma Brucei Inhibitors | pyruvate kinase (Trypanosoma brucei), Q57TT1 | TbPYK enzyme, Kinase-Glo Plus ATP luminescence, 45 min | 410,000 tested, 0.12% active | Potency, µM (highest dose often 76.8 µM), inactives show at the top dose activity, negative = inhibition, hits mostly inhibitors; also: nearly all actives have a fitted effect of over 50% in size
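Assay buffer: 50 mM TEA pH 7.2, 100 mM KCl, 10 mM MgCl2, 0.05% BSA, 0.01% Tween-20. Pyruvate kinase from T. brucei plus substrate met compound, then ADP (130 uM final). Luminescence was read post 45 min RT.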
Pf growth 48h: Primary qHTS for delayed death inhibitors of the malarial parasite plastid, 48 hour incubation | P. falciparum luciferase growth in erythrocytes, 48 h | Potency, µM (titrated, usually from 28.7 µM), inactives show top-dose activity change, negative = inhibition, actives largely listed as inhibitors | 310,000 tested, 5.9% active | AID 504832, 2011
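Firefly luciferase activity from engineered P. falciparum reports growth; inhibitors lower the luminescent signal. Cultures contained 2% hematocrit erythrocytes at 0.1% final parasitemia.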
Pf growth 96h: Primary qHTS for delayed death inhibitors of the malarial parasite plastid, 96 hour incubation | P. falciparum luciferase reporter growth, 96 h | 320,000 tested, 6.9% active | Potency, µM (series often up to 28.7 µM), inactives show at the highest dose activity change, negative = inhibition, most hits filed as inhibitors
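Luminescence readout: decreased luciferase signal marks inhibited growth of reporter-expressing P. falciparum in infected red cells (2% hematocrit, 0.05% parasitemia final), exposed to compound two generations (96 h, 37 C, 5% CO2).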
Starred values were filed as active, the others as inactive; ? = inconclusive; . = not tested or not shown; & = joins results of further samples; [ ] = remark or other dose. Calls follow the shape of the dose curve; as a rule, active = well fitted curve in the direction sought with a large enough effect; inconclusive = small, poorly fitted or top-dose-only effect, or another doubt; inactive = no such curve, though single readings can be large; an effect the other way counts as inactive or inconclusive. % is scaled to controls: 0 for no effect and ±100 for the full control effect; potency is read from the fitted curve at half-maximal effect.

SMILES	Sm TGR inh	HCV inhibitor	LmPK inhibitor	TbPYK inhibitor	Pf growth 48h	Pf growth 96h
Cc1c(Cl)cccc1Nc1nc(NCCO)c2ccccc2n1	0%	10%	1%	-1%	?	?
CC(CN1CCOCC1)OC(=O)c1cccs1 (stereo not given)	-2%	5%	-2%	0%	20%	.
CCC(=O)Nc1cc(SCCO)cc([N+](=O)[O-])c1	13%	.	1%	3%	43%[activator]	12%
CCn1c(=O)c(=O)n(CC)c2cc(N3CCCCC3)c(NC(=O)c3ccc(Cl)cc3)cc21	-6%	.	.	12%	?	16%
Cc1cc(C)c(CN2CCN(Cc3ccc(C)o3)C(CCO)C2)c(-n2cccn2)c1 (stereo not given)	?	?	7%	-3%	-17%	?
CN(C)CCCNC(=O)c1cc(C(=O)c2cccc(Cl)c2Cl)c[nH]1	-4%	-10%	-2%	4%	-15%[0.00184 µM]	-11%
CC(C)CCNC(=O)Cc1ccc(Nc2nc(=S)[nH]c3ccccc23)cc1	10%	?	3%	-6%	?	3%
COc1ccc(C(=O)N/N=C(\C)CC(=O)NC2CCCCC2)c(OC)c1	-38%	22%	-5%	4%	10%	-8%
COc1ccc(NC(=O)CN2C(=O)NC(c3ccccc3)(c3ccccc3)C2=O)cc1OC	-3%	-19%	-5%	2%	-23%	-29%
COCCNC(=O)C(=O)N/N=C(\C)CC(=O)Nc1ccc2c(c1)OCO2	?	16%	0%	4%	0%	-16%
NS(=O)(=O)c1cccnc1Nc1cccc(C(F)(F)F)c1	0%	?	-2%	-7%	15%	24%
CC(=O)c1sc(NC(=O)c2cccc(N3C(=O)CCC3=O)c2)nc1-c1ccccc1	-6%	7%	.	-1%	10%	9%
CCC(=O)N1CCN(c2nc(CC)nc3sc4c(c23)CCCC4)CC1	3%	?	3%	-2%	?	-26%
COCCCNC(=O)CCC(=O)NNc1nc2ccccc2c2nc(C)nn12	0%&2%	13%	-2%[11.5 µM]	1%&-5%	-6%	?
O=C(CSc1nnc(-c2cccnc2)n1-c1ccccc1)Nc1ccccn1	-4%	-10%	5%	?	16%	10µM*
Cc1nc(-c2ccc(S(=O)(=O)N3CCCN(CCc4ccccc4)CC3)s2)cs1	2%	?	-3%	-19%	?	4.1µM*
Cc1cc(C(=O)OCn2nnc3ccccc3c2=O)c(C)n1-c1ccccc1	-7%	?	2%	-6%	?	1.9µM*
CNCc1c(C)nn(-c2ccccc2)c1C	-11%	14%	0%	-17%	8%	55%[activator]
CCOC(=O)N/N=C(\C)c1ccc(-n2cnnn2)cc1	6%	6%	1%	-25%	6%	-43%
COC(=O)Cc1c(C)c2ccc(OCC(=O)N3CCCC(C)C3)c(C)c2oc1=O (stereo not given)	2%	?	-4%	-5%	?	-21%
CCC(=O)N1CCN(c2ccccc2NC(=S)NC(=O)c2ccco2)CC1	-33%	.	3%	-5%	?	-1%
Cc1ccc(C(=O)N/N=C\C=C\c2ccc(Br)cc2)cn1	-11%	2%	2%	-7%	4%	?
Cc1[nH]n(-c2ccccc2)c(=O)c1N=Nc1ccc(C(=O)O)cc1	-33%	11%	2%	0%	5%	4%
O=C(NC(=S)NCCN1CCOCC1)c1ccc(Cl)cc1	7%	14%	-3%	1%	8%	1%
Cc1cc(C)c(S(=O)(=O)N2CCC3(CC2)OCCN3S(=O)(=O)c2cccs2)c(C)c1	-4%	11µM*	.	3%	?	?

Reformatted: entries from further up
structure | Sm TGR inh | HCV inhibitor | LmPK inhibitor | TbPYK inhibitor | Pf growth 48h | Pf growth 96h
CC(=O)c1sc(NC(=O)c2cccc(N3C(=O)CCC3=O)c2)nc1-c1ccccc1 | -6% | 7% | . | -1% | 10% | 9%
CCC(=O)N1CCN(c2nc(CC)nc3sc4c(c23)CCCC4)CC1 | 3% | ? | 3% | -2% | ? | -26%
COCCCNC(=O)CCC(=O)NNc1nc2ccccc2c2nc(C)nn12 | 0%&2% | 13% | -2%[11.5 µM] | 1%&-5% | -6% | ?
O=C(CSc1nnc(-c2cccnc2)n1-c1ccccc1)Nc1ccccn1 | -4% | -10% | 5% | ? | 16% | 10µM*
Cc1nc(-c2ccc(S(=O)(=O)N3CCCN(CCc4ccccc4)CC3)s2)cs1 | 2% | ? | -3% | -19% | ? | 4.1µM*
Cc1cc(C(=O)OCn2nnc3ccccc3c2=O)c(C)n1-c1ccccc1 | -7% | ? | 2% | -6% | ? | 1.9µM*
CNCc1c(C)nn(-c2ccccc2)c1C | -11% | 14% | 0% | -17% | 8% | 55%[activator]
CCOC(=O)N/N=C(\C)c1ccc(-n2cnnn2)cc1 | 6% | 6% | 1% | -25% | 6% | -43%
COC(=O)Cc1c(C)c2ccc(OCC(=O)N3CCCC(C)C3)c(C)c2oc1=O (stereo not given) | 2% | ? | -4% | -5% | ? | -21%
CCC(=O)N1CCN(c2ccccc2NC(=S)NC(=O)c2ccco2)CC1 | -33% | . | 3% | -5% | ? | -1%

Additional records follow:
SMILES	Sm TGR inh	HCV inhibitor	LmPK inhibitor	TbPYK inhibitor	Pf growth 48h	Pf growth 96h
Cc1ccc(-c2nnc(-c3ccccc3)c(N3CCOCC3)n2)cc1	4%	11µM*	3%	10%	-1%	?
O=C(NCCN1CCCCCC1)C1CCCN1S(=O)(=O)c1cccc2nsnc12 (stereo not given)	-8%	10%	-4%	4%	1.7µM*	?
COC(=O)C1=C(N)Oc2c(oc(CO)cc2=O)C1c1ccccc1F (stereo not given)	7%	17%	0%	3%	-2%	13%
CCCCNC(=O)CCCCC(=O)N/N=C/c1cccc(Cl)c1	-6%	7%	-3%	2%	?	?
CC(c1nnc(SCC(=O)Nc2cccnc2Cl)n1-c1ccccc1)N(C)C (stereo not given)	7%	7%	0%	-6%	-5%	8%
O=C(NC1CCCCCCC1)c1cc(COc2ccc3ncccc3c2)on1	-1%	?	-3%	-1%	?	?
CCN(CC(=O)NCc1ccc(F)cc1)C(=O)/C=C/c1ccc(S(=O)(=O)N(CC)CC)cc1	2%	?	3%	-1%	?	-28%
COCCCNC(=O)c1oc2ccc(S(=O)(=O)N3CCOCC3)cc2c1C	-1%	9%	0%	-18%	-9%	43%[activator]
CCN(C(=O)COC(=O)CNC(=O)c1ccc(F)cc1)C1CCS(=O)(=O)C1 (stereo not given)	9%	14%	9%	9%	0%	128%[activator]
COc1ccc2[nH]cc(/C=C/C(=O)c3ccccc3)c2c1	-18%	10µM*	-4%	7%	375%[activator]	390%[activator]
Cc1cccc(-n2ccc(=O)c(C(=O)Nc3ccc(S(=O)(=O)Nc4nccs4)cc3)n2)c1	-5%	15%	-1%	-7%	?	?
CC(Oc1ccccc1Cl)C(=O)/C=C/N(C)C (stereo not given)	1%	9%	5%	-1%	-24%	?
O=C(COc1ccc2c(c1)CCC2)NCc1ccc(Cl)cc1	-9%	8%	-2%	-8%	9%	26%
CCc1ccccc1N1C(=O)NC(=O)/C(=C\c2cc(C)n(C)c2C)C1=O	-17%	4%	1%	0%	4%	?
CCOC(=O)c1c(NC(C)=O)sc2c(OC(C)=O)cccc12	-17%	?	1%	0%	-9%	.
CCC(C)NC(=O)C1CC(c2cccc(OC)c2)=NO1 (stereo not given)	-4%	12%	1%	1%	9%	10µM*
O=S(=O)(Nc1ccccn1)c1ccc(Cl)c2ccccc12	2%	-17%	-3%	-1%	25%	88%[activator]
CCc1nc(SCC(=O)Nc2ccc(F)cc2F)c2c(=O)n(C)c(=O)n(C)c2n1	-12%	-39%	3%	-12%	3%	35%[activator]
O=C(COC(=O)Cn1cnc2ccccc2c1=O)NCc1ccccc1Cl	3%	13%	-3%	-3%	382%[activator]	61%[activator]
CCOC(=O)CSc1nc(=O)n2cc(C)ccc2n1	14%	1%	-3%	-8%	34%[activator]	-3%
O=C(NCC1COc2ccccc2O1)c1cn(Cc2ccc(F)cc2)nn1 (stereo not given)	6%	7%	3%	-5%	24%	10%
COc1ccccc1-c1cc(C(=O)NC2CCN(C)CC2)c2ccc(Cl)c(C)c2n1	3%	-5%	-5%	0%	9.3µM*	?
CC(=O)c1coc2ccc(OCCN3CCCCC3)cc12	0%	1%	0%	7%	9%	-38%
COc1ccccc1NC(=O)CSc1nnc(-c2ccc(NC(C)=O)cc2)n1C	-3%	9%	3%	?	-10%	?
Cc1ccc(CNS(=O)(=O)c2ccc([N+](=O)[O-])cc2)cc1	2%	-15%	9%	-8%	0%	-29%
Next section
SMILES	Sm TGR inh	HCV inhibitor	LmPK inhibitor	TbPYK inhibitor	Pf growth 48h	Pf growth 96h
COC(=O)C1(C)NC(c2ccccc2F)C2C(=O)N(c3ccccc3)C(=O)C21 (stereo not given)	5%	14%	1%	9%	0%	?
C/C(=N\NC(=O)c1cc(-c2ccc(Cl)s2)[nH]n1)c1ccncc1	-3%	-4%	-1%	-4%	?	27%
COc1ccccc1N(Cc1cc2ccc(C)cc2[nH]c1=O)C(C)=O	-15%	9%	1%	2%	5%	?
Cc1ccc(N(C(=O)c2snc(C(N)=O)c2N)C(C(=O)NCCC(C)C)c2ccco2)cc1 (stereo not given)	-8%	32µM*	3%	1%	-25%	?
CC(C)CN1CC(C(=O)O)CC1=O (stereo not given)	4%	-9%	-6%	0%	10%	3%
C/C(=N\NC(=O)c1ccc(C)cc1C)c1ccc(-n2ccnc2)cc1	-4%	5%	-2%	1%	-7%	?
COCCN(Cc1nc(-c2ccc(-c3ccccc3)cc2)oc1C)C(C)C	-2%	?	8%	7%	154%[activator]	?
COc1ccc(/C=C(\C#N)c2nc3ccccc3[nH]2)cc1O	6%	?	1%	-3%	63%[activator]	-29%
O=C(Nc1cccnc1Oc1ncnc2cc(Cl)ccc12)c1ccc(F)cc1	11%	-13%	-1%	-5%	24%	21%
O=C(CS(=O)(=O)c1cn(CC(=O)N2CCOCC2)c2ccccc12)Nc1ccccc1F	-30%	-1%	-5%	0%	-6%	-8%
CC1(C)CC(=O)C2=C(C1)N(c1ncn[nH]1)C(N)=C(C#N)C2c1ccccc1 (stereo not given)	-5%	9%	4%	-6%	-13%	43%[activator]
COc1ccc(/C=C/c2ccccc2)cc1[C@H]1[C@@H]2C=CCC[C@@]2(C)C(=O)N1Cc1ccccc1	28µM*	-15%	-6%	2%	10µM*	?
COc1ccc(CCNC(=O)CN(c2ccc(OC)c(OC)c2)S(=O)(=O)c2ccc(C)cc2)cc1	-8%	-15%	1%	-8%	?	2%
COc1ccc(C)cc1C1=CC(=O)C[C@H](c2ccc(F)cc2)C1	-2%	?	.	1%	0%	?
CC(C)(C)c1ccc(C(=O)Nc2ccccc2Cl)cc1	7%	-15%	7%	0%	.	.
Cc1ccc(C(=O)CSc2nnc(C)s2)cc1	3%	11%	-7%	0%	145%[activator]	?
COc1cccc(NC(=O)Cc2ccc3ccccc3c2)c1	0%	?	7%	1%	15%	24%
CCc1nnc(NC=C2C(=O)OC(C)(C)OC2=O)s1	-21%	9%	-3%	-12%	35%[activator]	-9%
CC1=C(C(=O)OCc2ccccc2)C(c2ccccc2)NC(=O)N1CCCCCC(=O)O (stereo not given)	-30%	-15%[8.37 µM]	1%	-11%	-21%	?
